# PrPC surface inh: inhibitors of human cell surface prion protein PrPC; P04156; TR-FRET read-out; inhibition, % at 13.8 µM; 370,000 compounds, 0.43% hits; AID 720596; in the data active = inhibition above about 24%; also: 0% = median of the test wells and 100% = reference compound wells
# GDH-TPI counter: counter-screen for M. tuberculosis FBA inhibitors: GDH-TPI coupled enzymes; GDH-TPI coupled enzyme counterscreen, NADH absorbance; inhibition, % at 4.8 µM; 360,000 compounds, 1.2% hits;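 also: 0% = DMSO wells and 100% = wells lacking the enzyme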
# Mtb BioA inh: BioA (M. tuberculosis) enzyme inhibition | AID 602481 | 360,000 compounds, 0.096% hits | purified M. tuberculosis BioA enzyme, plate reader | inhibition, % at 9.99 µM; in the data active = inhibition above about 40%; inconclusive = no clear call, values can overlap the other calls
# BoNT-F LC inh: BoNT F light chain protease inhibition; Multiplex microsphere protease cleavage assay, flow cytometry; AID 588497; inhibition, % at 10 µM; 360,000 compounds, 0.22% hits; in the data active = inhibition above about 35%, passing the limit was not always enough; inconclusive = no clear call, values can overlap the other calls; also: plate controls were buffer without enzyme for full effect and enzyme alone for no effect
# FBA Mtb inh: Mtb fructose-bisphosphate aldolase inhibition; P9WQA3; purified M. tuberculosis FBA, fluorescence read-out; inhibition, % at 1 µM; 360,000 compounds, 2.3% hits; AID 588726; in the data active = inhibition above about 27%;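 also: 0% = vehicle and 100% = reference inhibitor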
# Target sequence (P9WQA3 whole entry, looked up): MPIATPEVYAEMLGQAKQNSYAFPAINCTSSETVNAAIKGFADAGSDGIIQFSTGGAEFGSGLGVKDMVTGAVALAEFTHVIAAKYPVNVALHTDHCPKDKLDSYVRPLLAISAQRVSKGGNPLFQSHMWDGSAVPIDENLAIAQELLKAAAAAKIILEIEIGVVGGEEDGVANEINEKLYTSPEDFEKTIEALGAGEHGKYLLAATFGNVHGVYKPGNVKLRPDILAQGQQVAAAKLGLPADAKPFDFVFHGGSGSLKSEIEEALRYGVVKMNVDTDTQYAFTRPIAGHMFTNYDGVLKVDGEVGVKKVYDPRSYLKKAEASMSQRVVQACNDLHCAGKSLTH
# CCHF vOTU inh: blocks the CCHF virus ovarian tumor domain protease; CCHFV vOTU protease, Pep-AMC fluorescence; inhibition, % at 11.5 µM; 370,000 compounds, 0.55% hits; AID 651958; also: 0% = vehicle wells with enzyme and 100% = no enzyme wells
# Mtb UGM inh: inhibitors of M. tuberculosis UDP-galactopyranose mutase. P9WIQ1. purified UGM, fluorescence polarization probe displacement. inhibition, % at 10 µM. 320,000 compounds, 0.06% hits; in the data active = inhibition above about 10%, passing the limit was not always enough; inconclusive = no clear call, values can overlap the other calls
# Target sequence (P9WIQ1 whole entry, looked up): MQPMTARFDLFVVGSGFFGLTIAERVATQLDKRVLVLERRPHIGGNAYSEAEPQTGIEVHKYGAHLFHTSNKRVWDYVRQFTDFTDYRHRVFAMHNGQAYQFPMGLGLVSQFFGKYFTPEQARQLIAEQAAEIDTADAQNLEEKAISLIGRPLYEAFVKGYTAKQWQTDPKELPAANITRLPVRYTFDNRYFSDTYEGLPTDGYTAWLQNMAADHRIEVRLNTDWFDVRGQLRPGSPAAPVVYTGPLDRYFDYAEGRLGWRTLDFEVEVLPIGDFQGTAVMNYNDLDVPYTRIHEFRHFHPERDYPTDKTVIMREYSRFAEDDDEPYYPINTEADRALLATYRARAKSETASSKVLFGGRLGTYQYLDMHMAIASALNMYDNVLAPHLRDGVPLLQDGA
# FadD28 binding: inhibitors of Mycobacterium tuberculosis FadD28 bisubstrate binding. FadD28 bisubstrate probe binding, fluorescence polarization. inhibition, % at 12.5 µM. 360,000 compounds, 0.22% hits. AID 588549; in the data active = inhibition above about 8.5%, passing the limit was not always enough; inconclusive = no clear call, values can overlap the other calls
# BoNT-A LC inh2: blocks Botulinum neurotoxin A light chain protease. multiplex microsphere protease substrate cleavage, flow cytometry. inhibition, % at 10 µM. 360,000 compounds, 0.17% hits; in the data active = inhibition above about 30%; inconclusive = no clear call, values can overlap the other calls; also: plate controls were buffer without enzyme for full effect and enzyme alone for no effect
# * marks the source's active call; other numbers are inactive results; u = inconclusive; x = no result given. Rule as the data show it, unless noted: active = inhibition above about 30%; inactive = the rest. Outcome played no part in choosing rows. About 4.8% of those tested had a hit in this group.
# Preview:
SMILES	BoNT-F LC inh	Mtb BioA inh	CCHF vOTU inh	PrPC surface inh	FBA Mtb inh	GDH-TPI counter	FadD28 binding	Mtb UGM inh	BoNT-A LC inh2
CSc1nsc(SC)c1NC(=O)N1CCCC1	-6	x	-21	-5	1	14	1.7	-1.2	-0.3
Cc1ccc(NC(=O)CSCC(N)=O)cc1C	-2	0.1	26	3	0	2	-3.1	-3.6	0.0
O=C(CN1C(=O)COc2ccc(S(=O)(=O)N3CCCCC3)cc21)NCc1ccc(Cl)cc1	2	-6.1	-1	10	5	2	-1.1	-3.3	-1.5

# Results, previewed entries included:
SMILES	BoNT-F LC inh	Mtb BioA inh	CCHF vOTU inh	PrPC surface inh	FBA Mtb inh	GDH-TPI counter	FadD28 binding	Mtb UGM inh	BoNT-A LC inh2
CSc1nsc(SC)c1NC(=O)N1CCCC1	-6	x	-21	-5	1	14	1.7	-1.2	-0.3
Cc1ccc(NC(=O)CSCC(N)=O)cc1C	-2	0.1	26	3	0	2	-3.1	-3.6	0.0
O=C(CN1C(=O)COc2ccc(S(=O)(=O)N3CCCCC3)cc21)NCc1ccc(Cl)cc1	2	-6.1	-1	10	5	2	-1.1	-3.3	-1.5
O=C(Cc1ccc(S(=O)(=O)N2CCOCC2)s1)NCCC(c1ccccc1)c1ccccc1	11	1.6	6	0	-3	6	-8.3	-1.8	2.2
CN(C)CCNc1nc2sc3c(c2c(=O)n1-c1ccccc1)CCCCC3	x	1.8	-11	-1	0	1	-3.6	2.7	x
COc1nnc(-c2ccc(N3CCOCC3)c(NC(=O)C3CCCCC3)c2)c2ccccc12	-18	2.1	9	-5	2	4	-0.2	-0.2	-2.3
CCOC(=O)C1(Cc2ccccc2Cl)CCN(C(=O)c2cnccn2)CC1	2	-11	-11	2	6	3	1.3	-1.8	0.4
CCc1nnc2n1N=C(c1ccc(Cl)cc1)CS2	0	-0.6	-4	-6	2	0	1.1	3.1	0.1
CCCNC(=O)C(Cc1ccc(OC)cc1)NC(=O)c1ccc(Cl)cc1 (stereo not drawn)	2	-0.3	10	4	0	-6	-3.4	-1.4	-0.3
Cn1nnnc1Sc1ncnc2scc(-c3ccc(C#N)cc3)c12	-7	-1.5	8	-2	2	2	-2.8	-1.7	0.2
COc1ccc(N2CCOCC2)c(NC(=O)c2ccc3c(c2)OCO3)c1	-10	x	-21	-4	0	-3	x	1.1	-5.2
Cc1ccc(N2CC(C(=O)N3CCC(C(=O)NCCCOC(C)C)CC3)CC2=O)cc1 (stereo not drawn)	-4	-2.1	3	-4	-1	-2	-1.4	0.7	-1.6
Cc1cccc(OC(=O)c2sc3ncn(C)c(=O)c3c2C)c1	-3	x	2	-8	-2	1	-0.7	-1.4	-0.5
CS(=O)(=O)N(Cc1ccccc1Cl)c1ccc(C(=O)NCc2ccccn2)cc1	-5	x	-4	-9	-4	9	-0.6	0.8	-0.2
NC(=O)CSc1nnc(NC(=O)c2cccc(S(=O)(=O)N3CCCCC3)c2)s1	-2	1.1	0	2	3	14	-3.8	0.7	-0.6
CCOC(=O)c1ccc(S(=O)(=O)NNc2ccc(C(F)(F)F)cn2)cc1	-6	0.1	8	8	4	0	0.7	1.9	0.3
Cc1cc(C)nc(/N=C(\N)Nc2ccc(OCc3ccccc3)cc2)n1	5	x	4	9	-2	1	-1.3	-2.8	0.6
COc1cccc(N2CCN(C(=O)NC3CCCCC3)CC2)c1	-2	9.0	-4	1	1	7	0.0	-0.5	-0.3
O=C(O)COc1ccccc1/C=N/NC(=O)c1ccc(F)cc1	1	-0.1	-2	0	-1	46*	-1.1	3.0	-1.0
O=C(O)c1sccc1S(=O)(=O)N1CCCCC1	4	3.0	-7	-1	0	0	0.4	x	-0.2
COc1ccc(NC(=O)CN(C)C(=O)c2cn(-c3ccccc3)nc2-c2cccnc2)cc1	-1	-3.7	-1	4	3	2	-1.1	1.2	3.4
CC(C)n1nc(C(=O)NCCCN2CCCC2=O)c2ccccc2c1=O	1	1.9	2	2	-4	-4	-4.5	-0.4	0.4
CCNC(=O)CC1C(=O)N(c2ccc(F)cc2)C(=O)N1CCc1sccc1C (stereo not drawn)	-2	x	-6	0	-2	-2	-3.0	-1.5	-0.5
CCc1ccc(-c2csc(NC(=O)C3CCCO3)c2C(=O)OC(C)C)cc1 (stereo not drawn)	-26	-0.4	17	6	-11	10	-1.7	-0.4	-0.2
CC1CCN(CCNC(=O)CCS(=O)(=O)c2ccc(Br)cc2)CC1	7	3.3	2	-8	2	2	0.3	-2.8	0.9
O=C(O)C(O)(c1ccccc1)C(O)c1ccccc1 (stereo not drawn)	u	x	20	5	1	5	-1.5	2.7	u
CN(C)/N=C/C=C1\CC/C(=C\c2ccc(Br)cc2)C1=O	4	-0.4	-9	1	-6	0	-4.1	0.6	1.2
O=c1[nH]c2cc3c(cc2cc1CN(CCO)S(=O)(=O)c1ccccc1Cl)OCCO3	2	-0.5	-6	-1	23	6	-3.4	1.2	0.4
Cc1ccccc1CSc1nncn1N	-1	1.7	8	5	-3	4	-1.1	3.4	0.8
Cc1ccc2ccccc2c1C(O)c1ncc(-c2cccc(C(F)(F)F)c2)[nH]1 (stereo not drawn)	-11	-0.6	20	-2	4	6	-2.6	x	-0.1
O=C(c1ccccc1)N1CCCCCC1	7	x	13	3	3	13	0.7	-1.0	0.6
CC(=O)NC(=S)Nc1ccc(NC(=O)COc2ccc(Cl)cc2Cl)cc1	-2	-0.8	-1	6	-2	5	-2.7	2.5	0.2
O=C(CN(Cc1ccco1)C(=O)c1cccc(Cl)c1)Nc1c(Cl)cc(Cl)cc1Cl	-1	x	-29	-2	0	-2	-0.2	-1.8	-0.3
O=c1c2ccccc2nc(/C=C/c2ccc(F)cc2)n1-c1ccccc1O	-3	-1.5	-1	-6	0	20	-0.2	-0.2	0.2
CC(=O)NC12CC3CC(C1)CC(C(=O)N(C)CC(=O)Nc1ccc(F)c(F)c1F)(C3)C2	-3	0.6	6	2	-2	-2	x	3.5	0.1
CC(=O)Nc1ccc(S(=O)(=O)NCCC(=O)OCC(=O)N2CCN(C(=O)c3ccco3)CC2)cc1	-14	-0.9	16	-8	-1	2	-0.9	-2.0	-2.1
C/C(NCCc1ccc(O)cc1)=C1/CCOC1=O	0	0.9	2	6	0	-6	-2.4	x	0.3
Cc1c(NC(=O)c2ccc3c(c2)OCO3)cccc1-c1nc2ccccc2s1	-20	x	22	1	3	1	0.7	-0.8	-3.7
COCc1c(Br)c(C)nc(OCC(=O)O)c1C#N	11	-3.0	11	-2	-3	-1	-0.2	0.9	0.3
Cc1ccc(N2C(=O)S/C(=C/c3cn(C)c4ccccc34)C2=O)cc1	-1	x	-7	8	0	7	-3.7	4.0	-0.3
CCN(CCNC(=O)CC1Oc2ccccc2NC1=O)c1ccccc1 (stereo not drawn)	2	-3.4	-6	1	1	-1	0.8	0.9	1.0
CCn1nnnc1SCC(=O)N1CCc2ccccc21	-5	-2.1	8	0	2	7	-0.4	0.7	-0.9
Cc1ccc2[nH]c3c(c2c1)CN(C(=O)CN1c2ccc(F)cc2CCC1C)CC3 (stereo not drawn)	-11	-1.3	10	-4	-1	8	-3.2	2.1	u
Cc1nonc1NC(=O)CSc1nnc(-c2ccoc2C)n1CC(C)C	u	1.7	1	6	-7	-2	-5.6	-0.3	1.3
Cc1ccc(S(=O)(=O)N2CCOCC2)cc1NC(=O)COC(=O)c1ccc(OCc2c(C)noc2C)cc1	-2	2.0	-1	-5	-2	1	-0.5	0.7	1.2
Cc1ccc(-c2n[nH]c(=O)c3ccccc23)cc1S(=O)(=O)NCC1CCCO1 (stereo not drawn)	-26	x	-6	7	1	-5	-2.5	-2.6	-3.4
CC(Oc1ccc(Cl)cc1Cl)C(=O)N(C)c1ccccc1 (stereo not drawn)	1	0.5	-3	9	1	-1	-5.7	-0.7	0.5
Cc1ccc(-n2nc3c(=O)n(CCCC(=O)NCCc4ccccc4)nc(C)c3c2C)cc1	10	-0.8	15	-4	-1	-6	-3.4	-0.9	2.2
O=C(NCCCCCc1nc2ccccc2[nH]1)c1ccccc1Cl	-13	-1.1	13	-6	2	6	-1.9	-0.1	-0.5
O=C(c1ccco1)N1CCN(CC2CC3C=CC2C3)CC1 (stereo not drawn)	2	-0.6	-3	-17	0	1	-2.9	0.2	0.8
Cc1nc(C)c(C(=O)OCC(=O)N2CCN(c3ccccc3)CC2)s1	1	x	0	3	3	3	0.5	3.0	0.2
CCOc1ccc(N=Cc2ccc([N+](=O)[O-])cc2)c(O)c1	-3	-0.3	35*	-4	-8	12	-5.0	x	8.0
Cc1ccc(O)c(Cn2nnc3ccccc32)c1	-4	2.4	6	3	2	1	-0.7	-2.3	0.0
OCC1(CCOc2ccccc2)CCN(Cc2cn[nH]c2-c2ccc(F)cc2)CC1	-7	3.3	0	-13	-1	1	-1.2	-1.5	-0.3
CCC(=O)Nc1ccc(C(=O)CSc2nnc(CNc3ccc(Cl)cc3)o2)cc1OC	-26	-0.4	0	9	2	6	-0.3	1.6	1.7
C#CCOCCOCCOCCNc1nc(N2CCN(C(=O)[C@H](CCCCN)n3cc(C(N)CC(C)C)nn3)CC2)nc(N2CCN(C(=O)[C@H](CCC(=O)O)n3cc(C(N)[C@H](C)CC)nn3)CC2)n1 (stereo partly drawn)	-14	-0.9	x	x	-4	-20	-0.2	-0.2	-0.6
Cc1nnc(NC(=O)c2csc3c2CCC(C)C3)s1 (stereo not drawn)	-2	x	3	1	2	1	-2.4	-0.8	-0.4
O=C1CSC(c2ccc([N+](=O)[O-])cc2)N1c1ccc(O)cc1 (stereo not drawn)	7	7.7	3	-19	-3	6	1.8	0.9	-3.0
CCN(CCNC(=O)c1cc(C)nn1-c1ccccc1)c1ccccc1	-7	-0.3	16	-5	1	8	0.0	1.9	0.0
CCOC(=O)[C@]12CCCC=C1N(Cc1ccc3c(c1)OCO3)C(=O)[C@H](CC(=O)N1CCN(C(=O)C3CC3)CC1)C2	6	x	-2	-3	x	x	x	x	0.1

# The listing continues:
SMILES	BoNT-F LC inh	Mtb BioA inh	CCHF vOTU inh	PrPC surface inh	FBA Mtb inh	GDH-TPI counter	FadD28 binding	Mtb UGM inh	BoNT-A LC inh2
CCOc1ccc(S(=O)(=O)Nc2ccc(C(=O)N/N=C/c3c(C)nn(-c4ccccc4)c3N3CCCC3)cc2)cc1	1	x	-8	-1	1	8	-3.0	-1.0	0.0
CC(C)Cn1c(CCCNC(=O)c2ccc(F)cc2)nc2ccccc21	-6	9.2	-2	-1	2	4	-4.0	2.9	-0.4
O=C(CCNC(=O)c1ccco1)NCc1ccc(F)cc1	-2	-1.1	2	2	-1	-1	0.1	-5.6	-0.6
C[C@H](NC(=O)NCc1cccs1)C(=O)O	7	-1.0	-1	0	8	-2	0.2	0.7	2.7
CC(C)CC(=O)N1CCN(S(=O)(=O)c2ccc(Cl)cc2)CC1	-6	x	0	8	2	-1	-1.8	-1.8	0.4
O=C(N/C(=C/c1ccccc1)C(=O)N1CCCCC1)c1ccccc1	-7	-0.7	-3	-8	-2	2	-1.7	-1.1	0.5
O=C(NCc1ccccc1)c1ccco1	18	-1.0	0	1	1	8	-0.1	-0.1	0.5
O=c1[nH]c(CSc2ncc(C(F)(F)F)cc2Cl)nc2ccccc12	6	-1.5	11	7	1	3	-3.8	2.3	0.5
C=CCn1c(=O)c2ccccc2n2c(SCC(=O)NC)nnc12	-8	1.3	-6	5	0	11	-1.4	1.5	-1.1
CCOC(=O)[C@]12Cc3cc(Cl)ccc3[C@H]1N(Cc1ccccc1)C(=O)c1cc(OC)ccc12	-9	x	4	17	x	x	x	x	-0.2
Cc1noc(NS(=O)(=O)c2ccc(NC(=O)/C=C/c3ccccc3)cc2)c1C	5	2.1	18	-18	-1	8	0.2	0.1	1.0

# Source: PubChem
